Screens: PubChem, National Center for Advancing Translational Sciences (NCATS)
KB-3-1 cytotox: kills parental KB-3-1 adenocarcinoma cells; KB-3-1 viability, CellTiter-Glo ATP luminescence, 72 h; Potency, µM (series often up to 46.1 µM), for inactives: at the highest dose activity change, negative = cytotoxic, actives largely listed as cytotoxic; 1.4% of 400,000 active; AID 1347075; further: nearly all actives have a fitted effect of over 60% in size
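Cytotoxicity measured as CellTiter-Glo luminescence after 72 h at 37 C. Compound titrations were pinned onto drug-naive KB-3-1 parental adenocarcinoma cells grown in DMEM with 10% FBS, and normalized data fitted to concentration-response curves.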
KB-V1 cytotox: KB-V1 MDR subline cytotoxicity; 3.4% of 400,000 active; Potency, µM (series often up to 46.1 µM), for the others: top-dose activity change, negative = cytotoxicity, actives largely listed as cytotoxic; AID 1347076; KB-V1 MDR cells viability, CellTiter-Glo, 72 h; further: nearly all actives have a fitted effect of over 60% in size
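Readout: CellTiter-Glo luminescence, 10 min after addition. Cells: KB-V1 MDR subline, 72 h at 37 degrees C with compound. Analysis: corrected, normalized data fitted to concentration-effect curves.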
ATXN2 expr inh: ATXN2 expression inhibition. 0.72% of 360,000 active. HEK-293 ATXN2-luciferase reporter, luminescence, 24 h. Potency, µM (titrated, usually from 57 µM), inactives show top-dose activity change, negative = inhibition, most hits filed as inhibitors; further: nearly all actives have a fitted effect of over 55% in size
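qHTS (up to 57 uM final) was run with 24 h compound exposure of reporter cells at 37 °C. Each well was multiplexed: SteadyGlo luminescence measured ATXN2-luciferase expression after a fluorogenic Gly-Phe-AFC viability readout (25 uM final).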
An asterisk follows results filed as active; [ ] = another dose, or the depositor's remark. The call rests on the fitted dose curve; in most records, active means well fitted curve in the direction sought with a large enough effect; inconclusive means small, poorly fitted or top-dose-only effect, or another doubt; inactive means no such curve, though single readings can be large; an effect the other way counts as inactive or inconclusive. On the % scale 0 is the no-effect control and ±100 the full control effect; potency means the concentration at half of the fitted maximal effect. Not all compounds are listed, so the mix of outcomes need not match the whole.

What do the screens show for `Cc1ccc(CCNC(=O)c2ccc(CS(=O)(=O)c3ccc(Cl)cc3)o2)cc1`?
KB-3-1 cytotox: -30%; KB-V1 cytotox: inconclusive; ATXN2 expr inh: 4%

Results for CCN1CCC(N(Cc2cccc(OC)c2)C(=O)Nc2cccc(C)c2C)CC1 ?
KB-3-1 cytotox: 5%; KB-V1 cytotox: -4%; ATXN2 expr inh: -9%

Results for COc1ccc(NC(=O)Nc2cccc(-c3noc(C)n3)c2)cc1 ?
KB-3-1 cytotox: -1%; KB-V1 cytotox: -15%; ATXN2 expr inh: 4%

What do the screens show for `CCc1cccc(C)c1NC(=O)CSc1nc2c(c(=O)[nH]1)CCC2`?
KB-3-1 cytotox: 4%; KB-V1 cytotox: -23%; ATXN2 expr inh: 5%

What do the screens show for `COc1ccc(NC(=O)Cn2cc(C(=O)c3cccs3)c3ccccc32)cc1`?
KB-3-1 cytotox: 9%; KB-V1 cytotox: -11%; ATXN2 expr inh: 6%

How did Cc1ccc(CNC(=O)CSc2nc(=O)n(Cc3ccco3)c3c2CCC3)cc1 do in these assays?
KB-3-1 cytotox: 5%; KB-V1 cytotox: -4%; ATXN2 expr inh: 2%

Results for Cc1ccc(S(=O)(=O)Nc2ccc(-c3ccc(N4CCCCCC4)nn3)cc2)cc1C ?
KB-3-1 cytotox: inconclusive; KB-V1 cytotox: 0%; ATXN2 expr inh: 16%

What do the screens show for `CCOC(=O)N1CCc2c(sc3c2C(=O)NC(c2ccc(C(=O)OC)cc2)N3)C1` (stereo not given)?
KB-3-1 cytotox: 1%; KB-V1 cytotox: 5%; ATXN2 expr inh: 5%

What do the screens show for `COc1ccc(CNC(=O)CN(c2ccccc2OC)S(=O)(=O)c2ccc(C)cc2)cc1`?
KB-3-1 cytotox: -26%; KB-V1 cytotox: -26%; ATXN2 expr inh: -33%

How did CCc1nnc2c(Nc3cccc(F)c3)nc3ccc(C(=O)c4ccccc4)cc3n12 do in these assays?
KB-3-1 cytotox: inconclusive; KB-V1 cytotox: 9.2µM*; ATXN2 expr inh: -16%

How did Cc1cc(C)cc(-n2c(SCC(=O)N3CCOCC3)nc3c([nH]c4ccccc43)c2=O)c1 do in these assays?
KB-3-1 cytotox: 2%; KB-V1 cytotox: inconclusive; ATXN2 expr inh: 11%

How did CC(C)CCOc1ccc(Cn2c(=O)oc3ccccc32)cc1 do in these assays?
KB-3-1 cytotox: 13%; KB-V1 cytotox: inconclusive; ATXN2 expr inh: -3%

What do the screens show for `Cc1ccc2[nH]cc(C(c3ccccc3)c3ccc(C)s3)c2c1` (stereo not given)?
KB-3-1 cytotox: inconclusive; KB-V1 cytotox: inconclusive; ATXN2 expr inh: inconclusive

Results for O=C(CCCc1nc(-c2ccccc2)no1)Nc1cc(C(F)(F)F)cc(C(F)(F)F)c1 ?
KB-3-1 cytotox: 3%; KB-V1 cytotox: -6%; ATXN2 expr inh: inconclusive

Results for Cc1ccc(Cn2c(SCc3ccc(C(=O)NC4CCCCC4)cc3)nc3ccncc32)cc1 ?
KB-3-1 cytotox: inconclusive; KB-V1 cytotox: inconclusive; ATXN2 expr inh: inconclusive

What do the screens show for `CCOc1cc(C(=O)N2CC(=O)Nc3ccc(C)cc3C2c2ccccc2)cc(OCC)c1OCC` (stereo not given)?
KB-3-1 cytotox: -2%; KB-V1 cytotox: inconclusive; ATXN2 expr inh: 9%

Results for COc1ccc(-c2nn3c(=O)cc(CN4CCN(C(=O)Nc5ccc(C)c(Cl)c5)CC4)nc3s2)cc1 ?
KB-3-1 cytotox: -1%; KB-V1 cytotox: -33%; ATXN2 expr inh: 8%

What do the screens show for `COc1ccccc1N1CCN(C(=O)c2nc(-c3ccc(C)cc3)n3c2CCCCC3)CC1`?
KB-3-1 cytotox: 2%; KB-V1 cytotox: inconclusive; ATXN2 expr inh: 1%

Results for O=c1c2cc3c(cc2nc2sc(Nc4ccc(F)c(Cl)c4)nn12)OCO3 ?
KB-3-1 cytotox: 0%; KB-V1 cytotox: -32%; ATXN2 expr inh: 4%

Results for COc1ccc(-c2nc3c(c(SCc4ccc(Br)cc4)n2)Cc2c(CO)cnc(C)c2O3)cc1 ?
KB-3-1 cytotox: 3%; KB-V1 cytotox: 3%; ATXN2 expr inh: 4%

Results for CCCCCNC(=O)C1CCC(Cn2c(=O)c3sccc3n(CC(=O)N3CCCC3)c2=O)CC1 (stereo not given) ?
KB-3-1 cytotox: 2%; KB-V1 cytotox: -20%; ATXN2 expr inh: -2%

What do the screens show for `Cc1ccc(NC(=O)Cc2ccc(NC(=O)N3CCCCc4ccccc43)cc2)cc1Cl`?
KB-3-1 cytotox: 7%; KB-V1 cytotox: 4%; ATXN2 expr inh: 0%

How did CCN(CC)C(=O)c1sc2c(c1C)c(=O)n(-c1ccc(Cl)c(Cl)c1)c(=O)n2Cc1ccccc1C#N do in these assays?
KB-3-1 cytotox: 16%; KB-V1 cytotox: -15%; ATXN2 expr inh: -5%

What do the screens show for `O=C1CCCc2cc(S(=O)(=O)N3CCCC(C(=O)NCc4ccc(Cl)cc4)C3)ccc2N1` (stereo not given)?
KB-3-1 cytotox: inconclusive; KB-V1 cytotox: -3%; ATXN2 expr inh: -23%

How did Cc1ccc(-c2cc(NC(=O)C(C)Oc3ccccc3F)on2)cc1 (stereo not given) do in these assays?
KB-3-1 cytotox: -6%; KB-V1 cytotox: 0%; ATXN2 expr inh: 16%

Results for CCC(=O)N1CCc2cc(OC)c(OC)cc2C1COc1ccc2c(C)cc(=O)oc2c1 (stereo not given) ?
KB-3-1 cytotox: 6%; KB-V1 cytotox: 2%; ATXN2 expr inh: 1%

How did CCCN(CCC)C(=O)C1CCCN(c2ncnc3onc(-c4ccc(F)cc4)c23)C1 (stereo not given) do in these assays?
KB-3-1 cytotox: 13%; KB-V1 cytotox: -12%; ATXN2 expr inh: 2%

How did Clc1ccccc1-c1nnc(-c2ccccc2CNc2ccccc2)o1 do in these assays?
KB-3-1 cytotox: 13%; KB-V1 cytotox: 23%; ATXN2 expr inh: 46%[activator]

Results for Cc1cccc(NC(=O)CCNS(=O)(=O)c2ccc3c(c2)CCCC(=O)N3)c1C ?
KB-3-1 cytotox: 17%; KB-V1 cytotox: 12%; ATXN2 expr inh: 8%

Results for O=C1C2=C(Nc3ccccc3SC2c2c(F)cccc2Cl)c2ccccc21 (stereo not given) ?
KB-3-1 cytotox: 2%; KB-V1 cytotox: 2%; ATXN2 expr inh: 14%

A section taken from the entries so far, for reference:
Results for CCCCCNC(=O)C1CCC(Cn2c(=O)c3sccc3n(CC(=O)N3CCCC3)c2=O)CC1 (stereo not given) ?
KB-3-1 cytotox: 2%; KB-V1 cytotox: -20%; ATXN2 expr inh: -2%

What do the screens show for `Cc1ccc(NC(=O)Cc2ccc(NC(=O)N3CCCCc4ccccc43)cc2)cc1Cl`?
KB-3-1 cytotox: 7%; KB-V1 cytotox: 4%; ATXN2 expr inh: 0%

Returning to the listing, repeating the four entries before the break.
How did CCCN(CCC)C(=O)C1CCCN(c2ncnc3onc(-c4ccc(F)cc4)c23)C1 (stereo not given) do in these assays?
KB-3-1 cytotox: 13%; KB-V1 cytotox: -12%; ATXN2 expr inh: 2%

How did Clc1ccccc1-c1nnc(-c2ccccc2CNc2ccccc2)o1 do in these assays?
KB-3-1 cytotox: 13%; KB-V1 cytotox: 23%; ATXN2 expr inh: 46%[activator]

Results for Cc1cccc(NC(=O)CCNS(=O)(=O)c2ccc3c(c2)CCCC(=O)N3)c1C ?
KB-3-1 cytotox: 17%; KB-V1 cytotox: 12%; ATXN2 expr inh: 8%

Results for O=C1C2=C(Nc3ccccc3SC2c2c(F)cccc2Cl)c2ccccc21 (stereo not given) ?
KB-3-1 cytotox: 2%; KB-V1 cytotox: 2%; ATXN2 expr inh: 14%

Results for COc1ccc(-c2nc3ccccc3o2)cc1NC(=O)c1cccc2c(Cl)cccc12 ?
KB-3-1 cytotox: inconclusive; KB-V1 cytotox: 13%; ATXN2 expr inh: 5%

How did COc1ccccc1N1CCN(C(=O)Cn2cnc3sc(C)c(S(=O)(=O)N4CCC(C)CC4)c3c2=O)CC1 do in these assays?
KB-3-1 cytotox: 12%; KB-V1 cytotox: 3%; ATXN2 expr inh: 9%

Results for Cc1ccc(NC2=C(CC(=O)O)C(c3ccc(F)cc3)N(c3ccc(C)cc3)C2=O)cc1 (stereo not given) ?
KB-3-1 cytotox: 17%; KB-V1 cytotox: 18%; ATXN2 expr inh: -7%

How did COc1ccc2c(c1)CC(C(=O)NCCCN1CCN(c3ccccc3F)CC1)CO2 (stereo not given) do in these assays?
KB-3-1 cytotox: 9%; KB-V1 cytotox: -4%; ATXN2 expr inh: -12%

How did CNC(=O)C1CCC(Cn2c(=O)c3sccc3n(CC(=O)N3CCCC3)c2=O)CC1 (stereo not given) do in these assays?
KB-3-1 cytotox: 10%; KB-V1 cytotox: 13%; ATXN2 expr inh: -6%

How did COc1ccc(-c2noc(-c3ccc(NC(C)c4ccccc4)c([N+](=O)[O-])c3)n2)cc1OC (stereo not given) do in these assays?
KB-3-1 cytotox: 1%; KB-V1 cytotox: 0%; ATXN2 expr inh: 14%

How did Cc1cc(NC(=O)CN2C(=O)CSc3ccc(S(=O)(=O)N(C)C)cc32)ccc1Br do in these assays?
KB-3-1 cytotox: -2%; KB-V1 cytotox: -4%; ATXN2 expr inh: -24%

What do the screens show for `CCOC(=O)c1ccc(N2C(=O)c3n[nH]c(C)c3C2c2ccc(CC)cc2)cc1` (stereo not given)?
KB-3-1 cytotox: -13%; KB-V1 cytotox: 12%; ATXN2 expr inh: -17%

Results for COc1ccc(NC(=O)c2cnc(Nc3ccc(C)c(Cl)c3)c3ccccc23)cc1OC ?
KB-3-1 cytotox: 14%; KB-V1 cytotox: inconclusive; ATXN2 expr inh: 2%

How did Cc1ccc(OC(=O)c2cc(-c3ccc4c(c3)OCCO4)on2)cc1C do in these assays?
KB-3-1 cytotox: 8%; KB-V1 cytotox: 6%; ATXN2 expr inh: 5%

What do the screens show for `O=C(CSc1nnc(-c2ccccc2)c(-c2ccccc2)n1)NCCc1ccccc1`?
KB-3-1 cytotox: -29%; KB-V1 cytotox: -2%; ATXN2 expr inh: 9%

What do the screens show for `CCCCn1c(CNC(=O)c2ccc(OC)cc2)nnc1SCC(=O)Nc1ccc(OC)cc1`?
KB-3-1 cytotox: 2%; KB-V1 cytotox: -7%; ATXN2 expr inh: -4%

What do the screens show for `Cc1ccc(OCC(=O)Nc2c(Cl)ccc3nsnc23)cc1C`?
KB-3-1 cytotox: 0%; KB-V1 cytotox: inconclusive; ATXN2 expr inh: 2%

What do the screens show for `O=C(NCCc1ccc(Cl)cc1)c1cnc2sc(N3CCCCC3)nn2c1=O`?
KB-3-1 cytotox: 4%; KB-V1 cytotox: -5%; ATXN2 expr inh: 5%

How did COc1cccc(CNC(=O)C(C)n2c(=O)cc(-c3ccccc3)c3c(C)nn(C)c32)c1 (stereo not given) do in these assays?
KB-3-1 cytotox: 1%; KB-V1 cytotox: -4%; ATXN2 expr inh: 11%

Results for COC(=O)C1=C(c2ccccc2)c2ccccc2S(=O)(=O)N1CC(=O)Nc1cc(C)ccc1C ?
KB-3-1 cytotox: -1%; KB-V1 cytotox: 0%; ATXN2 expr inh: -5%

What do the screens show for `CCOc1ccc(NC(=O)Cn2cc(C(=O)c3ccc(C)cc3)c(=O)c3cc4c(cc32)OCO4)cc1`?
KB-3-1 cytotox: 0%; KB-V1 cytotox: 21%; ATXN2 expr inh: 11%

How did CCSc1nnc2c(n1)OC(c1ccc(OCC(=O)O)cc1)Nc1ccccc1-2 (stereo not given) do in these assays?
KB-3-1 cytotox: 1%; KB-V1 cytotox: 12%; ATXN2 expr inh: 31%

What do the screens show for `Cc1ccc(Sc2ccc(N3CCC(C(=O)Nc4ccc(Cl)cc4)CC3)nn2)cc1`?
KB-3-1 cytotox: 8%; KB-V1 cytotox: 23%; ATXN2 expr inh: -4%

What do the screens show for `O=C(CSc1nnc(-c2ccc([N+](=O)[O-])cc2)o1)Nc1ccccc1`?
KB-3-1 cytotox: -4%; KB-V1 cytotox: 14%; ATXN2 expr inh: 44%[activator]
